Assay outcomes as filed in PubChem BioAssay.
GSK3 alpha inh: inhibitors of human GSK-3 alpha kinase. P49840. 0.1% of 320,000 active. ADP-Glo luminescence, 60 min. inhibition, % at 10 µM;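 in the data active = inhibition above about 50%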;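 note: GST-tagged GSK-3 alpha with peptide substrate and 25 µM ATP; 0% = DMSO neutral wells and 100% = GW8510 positive control wells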
Target sequence (P49840 whole entry, looked up): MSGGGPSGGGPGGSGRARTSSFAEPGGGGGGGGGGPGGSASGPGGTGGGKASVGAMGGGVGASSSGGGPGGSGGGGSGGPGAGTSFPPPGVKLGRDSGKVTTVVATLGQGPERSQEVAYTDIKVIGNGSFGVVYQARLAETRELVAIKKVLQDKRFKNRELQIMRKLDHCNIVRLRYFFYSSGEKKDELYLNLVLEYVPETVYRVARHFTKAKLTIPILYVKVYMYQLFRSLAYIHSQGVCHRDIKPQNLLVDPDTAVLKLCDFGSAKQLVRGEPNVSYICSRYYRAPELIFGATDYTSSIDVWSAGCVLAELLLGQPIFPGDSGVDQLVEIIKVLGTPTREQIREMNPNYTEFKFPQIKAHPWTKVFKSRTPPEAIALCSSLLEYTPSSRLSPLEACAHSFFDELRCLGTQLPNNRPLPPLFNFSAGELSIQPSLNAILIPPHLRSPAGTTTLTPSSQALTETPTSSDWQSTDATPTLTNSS
IEC-6 cytotox: IEC-6 cytotoxicity, counter-screen for KLF5 inhibitors | luminescence viability | inhibition, % at 5 µM | 0.78% of 290,000 active | AID 1825; in the data active = inhibition above about 22%;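 note: 0% = plate median of test compound wells and 100% = cytotoxic reference compound wells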
DYRK1A inh: inhibitors of rat Dyrk1A kinase; inhibition, % at 12.5 µM; 0.43% of 310,000 active; ADP-Glo luminescence, NFATc1 peptide; in the data active = inhibition above about 50%;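 note: plate controls were vehicle with enzyme for no effect and no enzyme for full effect; many of its hits are not listed in these tables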
aSyn 5UTR inh: MLPCN primary screen, SNCA 5' untranslated region. 0.82% of 300,000 active. AID 1813. alpha-synuclein 5'UTR reporter, inhibitor activity. inhibition, % (tested at 7.5 µM); in the data active = inhibition above about 60%; inconclusive = no clear call, values can overlap the other calls;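 note: H4 neuroglioblastoma cells stably carrying SNCA 5'UTR luciferase fusion; 0% = DMSO wells and 100% = positive control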
KLF5 inhibitor: inhibitors of KLF5 expression; DLD-1 KLF5 promoter-luciferase reporter, luminescence; inhibition, % at 5 µM; 0.23% of 290,000 active; AID 1700;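 active = inhibition above a per-plate limit of that plate's mean compound inhibition plus 3 SD, cut at about 60% in these data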;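 note: 0% = DMSO wells and 100% = LY294002 at 200 µM; higher means less KLF5 promoter-driven luciferase light; inactives centre near -14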
GSK3B inh: blocks human GSK3beta kinase activity; P49841; 0.038% of 300,000 active; activity score (negative = inhibition), % at 10 µM; GST-GSK3beta kinase, ADP-Glo luminescence, 60 min; active compounds read low;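 active = more than half of replicate wells score below -50%, meaning over 50% inhibition versus plate controls; inconclusive = some replicates but at most half score below -50%; inactive = no replicate scores below -50%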;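 note: 0% = median DMSO wells and -100% = median GW8510 positive control wells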
Target sequence (P49841 whole entry, looked up): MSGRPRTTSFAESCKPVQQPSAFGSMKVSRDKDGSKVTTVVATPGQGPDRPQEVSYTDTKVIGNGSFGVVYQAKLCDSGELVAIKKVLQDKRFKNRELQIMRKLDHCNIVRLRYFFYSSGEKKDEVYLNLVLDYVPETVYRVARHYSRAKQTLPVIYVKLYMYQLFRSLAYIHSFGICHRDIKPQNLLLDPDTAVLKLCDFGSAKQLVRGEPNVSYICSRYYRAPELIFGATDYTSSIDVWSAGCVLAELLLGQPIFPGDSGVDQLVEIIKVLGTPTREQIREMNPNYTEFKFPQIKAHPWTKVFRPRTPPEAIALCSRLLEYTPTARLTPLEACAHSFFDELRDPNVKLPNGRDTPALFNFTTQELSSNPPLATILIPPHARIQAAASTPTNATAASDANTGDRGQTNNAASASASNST
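test system = GST-tagged human GSK3beta kinase, cell-free | reagent = 25 µM ATP with peptide substrate | dosing = one dose of 10 µM per compound | schedule = 60 min reaction, RT | detection = luminescent ADP-Glo measurement of ADP formed | control set = DMSO neutral wells and GW8510 at 20 µM as positive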
HSP90 refold inh: inhibitors of HSP90 luciferase refolding in rabbit reticulocyte lysate. AID 1789. inhibition, % at 5.6 µM. luciferase refolding luminescence, 3 h. 0.91% of 290,000 active;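 active = inhibition above the screen-wide mean plus 3 SD, computed separately per campaign, cut at about 16% in these data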;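 note: 0% = DMSO wells and 100% = 60 µM geldanamycin wells; inhibitors lower the luminescence because luciferase stays unfolded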
HSF1 activator: increases HSF-1 driven luciferase reporter signal; 1.7% of 300,000 active; activation, % at 9 µM; NIH3T3-HGL HSF-1 luciferase reporter, MG132, 8 h; 100% = twice DMSO control signal;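 active = mean replicate activation of at least 50% with a set share of replicates each reaching 50%; inconclusive = only one of those two conditions met; inactive = mean below 50% and too few replicates reaching it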;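 note: 0% = median of the neutral control wells and 100% = twice that signal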
HSF1 inhib: HSF1 inhibition; NIH3T3-HGL HSE-luciferase, MG132-induced, luminescence 8 h; active compounds read low; activity change, negative = inhibition, % at 7.5 µM (by protocol); 0.77% of 300,000 active; AID 2098;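 active = more than half of replicate wells show activity change below -50%, luminescence cut by over half; inconclusive = some wells, but at most half, below -50%; inactive = no replicate well below -50%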;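 note: luciferase reports HSF-1 transcriptional activity via heat shock element; 0% = median of DMSO wells and -100% = zero luminescence signal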
Platelet DG rel: platelet dense granule release activity | inhibition, %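 (compounds screened at 7.5 µM in platelet-rich plasma)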 | AID 1663 | 0.22% of 300,000 active | human platelet-rich plasma, SFLLRN dense granule ATP release, luminescence;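 active = mean replicate score, as percent of positive control, at or above 50; inconclusive = mean below 50 but at least one replicate at or above 50; inactive = mean and every replicate below 50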
Numbers without * were called inactive; ? = inconclusive; nt = not tested or not shown. These rows are one share of the data, so the mix of outcomes need not match the whole.

SMILES	GSK3 alpha inh	IEC-6 cytotox	DYRK1A inh	aSyn 5UTR inh	KLF5 inhibitor	GSK3B inh	HSP90 refold inh	HSF1 activator	HSF1 inhib	Platelet DG rel
COc1ccccc1N(C)S(=O)(=O)c1ccc(Cl)c(C(=O)N2CCC(C(N)=O)CC2)c1	3	-1	5	-13	-28	1	-1	-15	0	-3
O=C(NCc1ccc2c(c1)OCO2)C1CCN(S(=O)(=O)c2cccc3nsnc23)CC1	3	1	4	5	-27	2	-3	1	0	-6
O=c1o[nH]c(-c2ccccc2)c1N=Nc1c(F)cccc1Cl	-2	-3	4	-5	-1	0	-1	8	-6	0
COc1ccccc1NC(C)C(=O)N/N=C/c1ccccc1OCc1cccc(Br)c1 (stereo not drawn)	0	-13	-8	-29	-32	3	-4	11	-4	1
CCCCNS(=O)(=O)c1ccc(NC(=O)C2c3ccccc3Oc3ccccc32)cc1	0	3	-6	19	9	1	0	13	1	7
Cc1cccc(N2CCN(CC(=O)Nc3nccs3)CC2)c1C	0	2	-4	-7	-9	-1	0	1	-6	4
CC(=O)Nc1ccc(S(=O)(=O)N2CCC(C(=O)c3ccc(F)cc3)CC2)cc1	0	3	-6	6	-33	2	-6	-5	2	-2
Cc1ccc(NC(=O)Cn2c(O)c(N=NS(=O)(=O)c3ccc(C)cc3)c3ccccc32)cc1	-1	-4	nt	16	-27	3	2	-30	-18	30
O=C(NCCNC(=O)c1cc(Cl)ccc1Cl)c1ccco1	0	3	-7	1	-3	-2	-2	11	0	3
Cn1c(=O)[nH]c(=O)c2c1nc(NCCCn1ccnc1)n2Cc1ccccc1	1	-10	-12	12	-26	-8	-6	-7	-2	0
COc1ccc(CCNC(=O)COc2ccc(S(=O)(=O)N3CCCC3)cc2)cc1	0	-2	-1	8	-22	-2	0	nt	nt	3
O=C(/C=C/c1ccco1)Nc1ccc(Oc2ccccc2)cc1	0	11	-3	-217	-91	2	2	44	38	5
Cc1cccc(C)c1NC(=O)COC(=O)c1ccccc1[N+](=O)[O-]	1	-2	-4	-5	12	-4	-1	-7	-1	-5
O=C(Cn1ccc(C(F)(F)F)n1)N=Nc1c(O)[nH]c2ccccc12	6	2	-3	-11	3	-4	-2	nt	nt	-1
COc1ccc(-c2noc3c2-c2nc(-c4ccccc4)sc2CC3)cc1	-3	nt	8	-26	nt	5	nt	-3	0	-4
c1ccc2c(CSc3ncnc4nc[nH]c34)cccc2c1	1	-4	4	-9	-3	3	-1	17	4	-7
CC(=O)c1ccc(C(=O)Nc2ccc3c(c2)C(=O)NC3=O)cc1	-4	-6	-2	32	-23	-2	0	20	1	1
Cc1cc2c(c(=O)n1C)C(C(C)C)C(C#N)=C(N)O2 (stereo not drawn)	nt	0	-8	9	0	-1	-2	1	-2	5
Cc1onc(-c2ccccc2)c1C(=O)Nc1nc2c(s1)CCCC2	-4	0	8	-42	-23	0	-2	3	-13	0
COc1ccc(-c2nnn(Cc3nc(N)nc(N4CCCCC4)n3)n2)cc1	-1	-8	-6	17	-17	-2	-2	-11	-2	0
O=C1CCC(/C=C/c2ccccc2)=NN1	-2	4	-4	30	-2	3	-3	?	49	0
O=C(O/N=C/c1ccc(Cl)cc1)C1CCCCC1	-1	2	-7	14	-16	1	-4	-5	-5	1
O=C(Nc1ccc(N2C(=O)C3CCCCC3C2=O)cc1Cl)c1cccs1 (stereo not drawn)	-1	0	-2	1	-26	-2	1	10	12	-1
O=C(O)C1CC(c2cccc(Br)c2)=NO1 (stereo not drawn)	-4	-4	0	3	22	0	-3	-1	-10	9
COc1cc(C(=O)NCCOc2ccc(F)cc2)c(Br)c(OC)c1OC	nt	7	-5	-19	-38	-2	2	16	-2	2
Cc1ccc(NC(=O)c2cc(S(=O)(=O)NCCC3=CCCCC3)ccc2F)cc1F	-4	-1	-2	4	-18	0	0	11	3	-9
CN(C)CC(C)(C)CNC(=O)CC1C(=O)NCCN1Cc1ccc(-c2ccccc2)cc1 (stereo not drawn)	3	0	-2	-18	-25	-2	-3	-2	-3	2
Cc1nn(C)cc1C(=O)Nc1c(C)nn(Cc2ccccc2Cl)c1C	0	-4	10	8	1	-2	-2	23	12	3
CSc1oc(-c2ccccc2)nc1S(=O)(=O)c1ccc(F)cc1	-6	2	-8	24	-27	0	-2	18	6	6
CCCOC(=O)C1=C(C)NC2=C(C(=O)CC(C)(C)C2)C1c1cccnc1 (stereo not drawn)	-2	1	3	1	-22	1	3	17	-2	-8
C#CCN(C(=O)c1ccc(OC2CCN(Cc3ccccn3)CC2)cc1)C1CCCCC1	-2	-5	-2	7	-22	1	-4	-8	-4	6
COc1cc2nc(SCc3ccc(F)cc3)n(Cc3cccs3)c(=N)c2cc1OC	5	-3	-6	2	3	0	-2	36	1	2
COc1ccc(CNC(=O)C2CCCN(S(=O)(=O)c3ccccc3)C2)cc1 (stereo not drawn)	-4	-6	-5	-5	-21	6	1	3	-5	5
COc1ccc(N2CCN(S(=O)(=O)c3c(C)[nH]c(C)c3C(=O)N3CCCCC3)CC2)cc1	0	-11	-6	24	-30	3	-4	-20	-17	4
CC1(C)Cc2nc3oc4c(=O)n(CC(=O)Nc5cccc(Cl)c5)cnc4c3cc2CO1	-2	4	nt	18	-1	-5	4	4	-4	1
COC(=O)c1ccc(CSc2nnc3n(Cc4ccccc4OC)c(=O)c4ccccc4n23)o1	4	nt	7	0	nt	1	nt	7	6	5
Cn1c(=O)c2c(nc(NCc3ccco3)n2C/C=C/c2ccccc2)n(C)c1=O	3	nt	5	90*	nt	-1	nt	-22	-18	74*
Cc1ccc(C(=O)N/C(=C/c2ccco2)C(=O)NCCCn2ccnc2)cc1	-3	1	-5	-12	-42	-2	-5	-2	0	-9
O=C(COC(=O)c1ccccc1Nc1ccc(SC(F)F)cc1)NC1CC1	0	9	4	-100	-50	2	-6	79*	53	0
Cn1c(=O)c(C(=O)NNC(=O)c2ccccc2Br)c(O)c2ccccc21	-2	5	1	-9	-22	0	-4	14	-6	25
O=C(O)CSc1nnc(Cn2nnc3ccccc32)n1CCc1ccccc1	nt	4	-3	9	7	3	25*	18	-7	3
NC(=O)CSc1nc2ccccc2c(=O)n1CCc1ccccc1	-7	5	nt	-17	-17	0	-1	-3	-7	13
COc1ccc(CC2(CO)CCN(Cc3ccc(NC(C)=O)cc3)CC2)cc1	-1	2	1	6	-14	-23	-1	7	-3	-3
CCCCCN(C(=O)CCC(=O)OCC(=O)NCc1cccc(OC)c1)c1c(N)n(CCCC)c(=O)[nH]c1=O	-1	3	2	-5	-21	-1	2	-12	-4	2
CCC1=C(c2ccc(C)cc2)S(=O)(=O)N=C1N1CCC(C(=O)NCCCN2CCCCC2)CC1	-3	4	nt	-22	2	-3	0	-4	-1	3
CCc1ccccc1NC(=O)C(Cc1ccccc1)c1nn[nH]n1 (stereo not drawn)	-6	-1	nt	14	-21	1	0	-1	-5	11
COc1ccc(S(=O)(=O)NCc2ccco2)cc1NC(=O)c1ccccc1	5	3	8	-4	1	-2	2	-1	-4	-21
COc1ccc(NC(=O)c2cccnc2SC)cc1OC	0	-1	2	21	-12	1	-10	4	2	9

Given in CSV form: entries from further up
molecule,GSK3 alpha inh,IEC-6 cytotox,DYRK1A inh,aSyn 5UTR inh,KLF5 inhibitor,GSK3B inh,HSP90 refold inh,HSF1 activator,HSF1 inhib,Platelet DG rel
O=C(COC(=O)c1ccccc1Nc1ccc(SC(F)F)cc1)NC1CC1,0,9,4,-100,-50,2,-6,79*,53,0
Cn1c(=O)c(C(=O)NNC(=O)c2ccccc2Br)c(O)c2ccccc21,-2,5,1,-9,-22,0,-4,14,-6,25

The listing continues:
SMILES	GSK3 alpha inh	IEC-6 cytotox	DYRK1A inh	aSyn 5UTR inh	KLF5 inhibitor	GSK3B inh	HSP90 refold inh	HSF1 activator	HSF1 inhib	Platelet DG rel
Cc1cc(NS(=O)(=O)c2ccc(NC(=O)c3cccnc3)cc2)nc(C)n1	-2	-4	2	1	-21	-3	-2	-8	-4	-5
Cc1nonc1C(=O)N/N=C/c1ccccc1	4	0	-19	-11	-16	2	5	14	17	46
COc1ccc(C(=O)OCC(=O)Nc2ccccc2)cc1[N+](=O)[O-]	1	0	-3	2	-43	2	1	-10	-4	-1
COc1ccc2c(CC(=O)Nc3ccccc3N3CCOCC3)coc2c1	-2	2	5	7	6	1	-2	-5	7	1
O=C(NC1CCN(Cc2ccccc2)CC1)c1cccc(S(=O)(=O)Nc2cc(C(F)(F)F)ccc2Cl)c1	-2	1	-3	-20	9	3	-1	0	-2	-23
CC(=O)c1c(C)[nH]c(C(=O)CSc2nnc(-c3ccco3)o2)c1C	0	2	-4	-55	22	0	5	-10	-8	6
COc1ccc(NC(=O)c2ccc(-c3ccc([N+](=O)[O-])cc3)o2)cc1OC	-2	10	7	2	-27	6	-5	-15	-12	-7
CCOc1ccc(OCC)c(NC(=O)CN(c2ccc(C)cc2)S(=O)(=O)c2c(C)noc2C)c1	-1	1	-3	38	7	3	-1	12	7	nt
COc1ccc(C(=O)Nc2ccccc2C(=O)O)cc1Cl	-5	3	6	-123	-130	3	2	17	11	5
COc1cccc(CNC(=O)c2ccc3c(c2)S(=O)(=O)N=C2CCCCCN23)c1	-1	-1	-9	9	-8	4	3	-6	-1	2
C=CCN1CCc2c(cc(O)c(O)c2Br)[C@@H](c2ccccc2)C1	-6	nt	-7	-48	nt	-1	nt	-4	3	1
CC(C)c1cc(CN2CCN(C3CCCC3)C(CCO)C2)[nH]n1 (stereo not drawn)	0	5	nt	-39	11	3	-1	7	0	3
O=C(CN1CCCCC1)Nc1cccc(Br)c1	1	3	-8	-9	-4	2	3	-9	-8	3
O=C(CS(=O)(=O)Cc1ccccc1)NCC1CCCO1 (stereo not drawn)	0	-3	-7	-2	8	4	2	-62	-53*	8
O=C(Cn1nc(Br)nc1Br)c1ccccc1	-2	4	0	-1	-16	1	5	-1	-5	-2
S=c1[nH]nc(COc2ccccc2)n1/N=C/c1ccccn1	4	-2	-3	6	-20	-2	0	-3	-1	-10
CCN(CC)C(=O)C1CCCN(c2ccc([N+](=O)[O-])cc2)C1 (stereo not drawn)	-1	5	-2	26	16	1	-1	-3	4	4
Cc1nc(NC(=O)CSc2nnc(-c3ccncc3)n2C)sc1C	3	-2	-1	3	-14	-2	2	13	0	-11
O=C(NCCCN=C1NS(=O)(=O)c2ccccc21)c1ccc(S(=O)(=O)N2CCCCC2)cc1	2	0	5	-20	-25	0	2	-8	1	-7
N#C/C(=C\c1ccc(F)cc1)c1n[nH]c(Cn2cncn2)n1	-1	-3	5	-18	-27	1	7	-4	-2	3
O=C(CSc1nnc(Cn2cnc3ccccc32)o1)Nc1cccc2ccccc12	nt	2	-1	-14	-52	-3	-2	51*	12	-8
Cc1ccc(C(=O)Nc2cccc(C(=O)NCc3ccccc3)c2)o1	1	3	-2	9	25	2	-2	27	8	-7
CCSc1nnc(NC(=O)C2CC(=O)N(Cc3ccccc3)C2)s1 (stereo not drawn)	-7	2	-10	2	-32	0	-2	-6	-12	-2
O=C(CC(c1ccccc1)c1ccccc1)Nc1ccc(Cl)cn1	nt	5	6	-60	-5	2	8	13	11	-7
